# Bioassay records from PubChem.
# UPR CHOP act: activators of apoptotic arm of unfolded protein response (CHOP) | CHO-CHOP luciferase reporter, UPR activation, luminescence; percent of tunicamycin response over DMSO baseline | activation, % at 10 µM | 330,000 tested, 0.34% active | AID 449763;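 active = at 10 µM dose, activation of 40% or more, normalized to positive control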;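 also: 100% = tunicamycin at 10 µg/mL and 0% = DMSO alone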
#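 Test system: CHO CHOP reporter cells. Input: 500 CHO-CHOP cells per well. Medium: F12 with 10% FBS. Technique: luciferase luminescence. Measure: percent activation relative to tunicamycin control. Dosing: 10 µM compound, 0.5% DMSO. Timing: 16-18 h cell attachment, then 6 h compound exposure, 37 °C.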
# Gli-Sufu antag: Gli-Sufu pathway antagonism; Sufu-KO-LIGHT fibroblasts, Gli luciferase reporter luminescence; inhibition, % at 5 µM; 340,000 tested, 0.74% active; AID 588413;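 active = inhibition above about 55%, limit read from the data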;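 also: 0% = DMSO-treated cells and 100% = wells with medium but no cells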
# CCR6 antag: blocks CCL20-driven beta-arrestin recruitment at human CCR6; CHO-K1 CCR6 PathHunter beta-arrestin, luminescence, CCL20-stimulated; P51684; 340,000 tested, 0.49% active; inhibition, % at 20 µM;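 active = compounds whose inhibition of the agonist-driven luminescence signal at 20 µM reaches about 50%, limit read from the data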;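 also: cells stimulated with CCL20 at 14 nM final; plate controls were DMSO with CCL20 for no effect and DMSO without agonist for full effect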
# 697 NFkB inh: lowers PMA/ionomycin-induced NF-kB signal in 697 B cells. 697 B-cell NF-kB luciferase reporter, 16 h. inhibition, % at 4 µM. 330,000 tested, 0.33% active; in the data active = inhibition above about 35%
# Jurkat NFkB inh: inhibitors of the PMA/ionomycin-induced NF-kB reporter in Jurkat cells | PMA/ionomycin-induced NF-kB luciferase reporter, luminescence | inhibition, % at 4 µM | 330,000 tested, 0.53% active; in the data active = inhibition above about 50%
# EBI2 antag: EBI2 (human) antagonism; EBI2 beta-arrestin recruitment, luminescence, 7a,25-OHC stimulated; inhibition, % at 5 µM; 360,000 tested, 0.81% active; AID 651636; in the data active = inhibition above about 38%;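 also: enzyme fragment complementation signal reports receptor beta-arrestin coupling in cells; 0% = agonist plus DMSO wells and 100% = wells without agonist; some results beyond the cut were filed as inactive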
# Target sequence (P32249 whole entry, looked up, the tested form may be a part): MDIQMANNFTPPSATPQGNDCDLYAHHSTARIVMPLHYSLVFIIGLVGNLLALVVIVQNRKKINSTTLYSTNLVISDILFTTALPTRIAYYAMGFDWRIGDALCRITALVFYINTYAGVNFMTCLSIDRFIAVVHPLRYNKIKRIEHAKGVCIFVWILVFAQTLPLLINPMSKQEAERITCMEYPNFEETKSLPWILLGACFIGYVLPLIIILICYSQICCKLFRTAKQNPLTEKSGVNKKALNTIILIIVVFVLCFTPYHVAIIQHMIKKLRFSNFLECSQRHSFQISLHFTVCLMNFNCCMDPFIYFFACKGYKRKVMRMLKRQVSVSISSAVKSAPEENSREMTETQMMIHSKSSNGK
# XBP1 UPR activ: activators of adaptive arm of unfolded protein response (XBP1); CHO-XBP1 luciferase reporter, IRE1-XBP1 UPR activation, luminescence; percent of tunicamycin response, DMSO as zero; activation, % at 20 µM; 330,000 tested, 0.33% active; AID 463104;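 active = versus positive control, 20 µM dose yields 30% or more activation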;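 also: 100% = tunicamycin at 10 µg/mL and 0% = DMSO only wells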
#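 incubation = overnight seeding at 37 °C, 6 h compound treatment at 37 °C | assay system = CHO-XBP1 cells stably carrying IRE1-XBP1-driven luciferase reporter | input = 1000 cells per well | detection = luciferase luminescence | dosing = single point, 20 µM final compound, 1% DMSO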
# CXCR6 block: inhibitors of human CXCR6 receptor. O00574. CHO-K1 PathHunter CXCR6 beta-arrestin, luminescence. inhibition, % at 20 µM. 360,000 tested, 0.36% active. AID 602244; in the data active = inhibition above about 34%, passing the limit was not always enough;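 also: antagonist mode with CXCL16 agonist at 10 nM final; 0% = 10 nM CXCL16 with DMSO and 100% = unstimulated wells without agonist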
# Target sequence (O00574 whole entry, looked up): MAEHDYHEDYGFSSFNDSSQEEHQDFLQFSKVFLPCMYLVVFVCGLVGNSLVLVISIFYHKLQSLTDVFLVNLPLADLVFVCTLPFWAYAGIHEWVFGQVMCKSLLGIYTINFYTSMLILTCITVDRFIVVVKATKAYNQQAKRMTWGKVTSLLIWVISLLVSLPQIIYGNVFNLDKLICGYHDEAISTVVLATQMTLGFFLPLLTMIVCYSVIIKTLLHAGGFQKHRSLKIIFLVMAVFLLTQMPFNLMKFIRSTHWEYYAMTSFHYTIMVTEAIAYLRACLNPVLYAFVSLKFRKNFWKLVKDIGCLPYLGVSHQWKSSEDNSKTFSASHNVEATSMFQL
# Mdm2 MdmX PPI: inhibitors of human Mdm2/MdmX interaction. inhibition, % at 8 µM. SaOS-2 split-luciferase Mdm2/MdmX complementation, luminescence. 330,000 tested, 3% active. AID 485346;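 active = inhibition of at least 50% at 8 µM in the primary screen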
# The depositor's hits bear a star; / = not tested or not shown; & = joins results of further samples. Random draw from the library. Share with any hit: about 5%.
no. | smiles | UPR CHOP act | Gli-Sufu antag | CCR6 antag | 697 NFkB inh | Jurkat NFkB inh | EBI2 antag | XBP1 UPR activ | CXCR6 block | Mdm2 MdmX PPI
1 | Cc1ccc(Nc2cc(=O)[nH]c(=O)[nH]2)c(C)c1 | -0.4 | -5 | 17 | 10 | -21 | -10 | -2 | 2 | -3
2 | Nc1nonc1C(=O)NCCNC(=O)c1ccc(Cl)c(Cl)c1 | -1.0 | 8 | 3 | 12 | -11 | 0 | 3 | 6 | -15
3 | COc1ccc(CCNc2nc(-c3ccco3)cc(C(F)(F)F)n2)cc1OC | -1.7 | 9 | 18 | -15 | 1 | 7 | 0 | -1 | 8
4 | CCOC(=O)N1CCN(C(=O)COC(=O)Cc2ccc(OC)cc2)CC1 | -3.5 | -13 | 15 | -2 | -10 | -8 | 0 | -1 | 24
5 | O=C(CN1CCN(Cc2cccc(C(F)(F)F)c2)CC1)NCC(=O)Nc1ccc(F)c(F)c1F | / | 18 | 1 | / | / | -3 | / | 3 | /
6 | O=C1CCCN1C(=O)CSc1ncnc2sccc12 | 5.4 | -2 | 5 | -8 | 17 | 9 | -1 | -9 | -6
7 | O=C(NCCCO)c1c(O)c2cccc3c2n(c1=O)CCC3 | -1.1 | -1 | 0 | 6 | 7 | -13 | 6 | -10 | 81*
8 | CCN(C(=O)COC(=O)c1ccc[nH]c1=O)c1cccc2ccccc12 | -1.2 | 1 | 3 | 0 | 3 | 4 | -1 | 3 | 18
9 | COc1ccc(-n2ncc(C(C)NS(=O)(=O)c3ccc(C(C)=O)cc3)c2C)cc1 (stereo unspecified) | 0.8 | 0 | 10 | -39 | 13 | -2 | -4 | -3 | 19
10 | CCNC(=O)CSC1=N/C(=C\c2ccc(O)c(OCC)c2)C(=O)N1c1ccc(OC(F)F)cc1 | 0.0 | 0 | 24 | 6 | -7 | 14 | -3 | 16 | -9
11 | Cc1ccc(CSc2nc3ccncc3n2CC(=O)Nc2cc(C)cc(C)c2)cc1 | 4.7 | -23 | 2 | -30 | -29 | 8 | -1 | 6 | 8
12 | O=C(NCc1cccnc1)c1ccccc1-c1nc(-c2ccccc2)no1 | 0.8 | -2 | 14 | -10 | -13 | -5 | -1 | 8 | -12
13 | CN1CCN(c2ccc(NC(=O)c3cccc(S(=O)(=O)N4CCCC4)c3)cc2)CC1 | -0.1 | 8 | 4 | 1 | -12 | 5 | -1 | 4 | 3
14 | COc1ccc(Cc2nnc(NC(=O)CS(=O)(=O)Cc3ccccc3)s2)cc1 | -1.0 | 17 | 13 | 5 | 0 | -4 | -2 | 4 | 4
15 | O=C(Nc1ccc(OC(F)(F)F)cc1)Nc1cccnc1 | 2.9 | -13 | -6 | -24 | -17 | -6 | 0 | -5 | 3
16 | COc1cccc(NC(=O)CN(C)C(=O)c2cc(-c3ccc(F)cc3)nc3ccccc23)c1 | 3.0 | 9 | 11 | 3 | -5 | 2 | -2 | -9 | 62*
17 | Cc1cc(C)n2nc(C(=O)OCC(=O)Nc3ccc4c(c3)OCCO4)nc2n1 | 0.9 | 2 | 0 | 19 | 9 | 5 | 0 | 5 | -15
18 | CCn1c(CC(=O)Nc2ccccc2F)nnc1SCC(=O)Nc1nnc(C)s1 | 2.0 | -25 | 7 | 11 | 6 | -6 | 1 | 7 | 21
19 | Cn1cc(C(=O)c2ccccc2C(=O)O)cc1C(=O)C(Cl)(Cl)Cl | 0.9 | -21 | 13 | 2 | 5 | -4 | 0 | -3 | 22
20 | Cc1ccc(NC(=O)C[n+]2cc(-c3ccccc3)n3c2CCC3)cc1 | -1.8 | 3 | 9 | -12 | 3 | -5 | 5 | 8 | -3

# Single values from the results shown:
# Entry for CN1CCN(c2ccc(NC(=O)c3cccc(S(=O)(=O)N4CCCC4)c3)cc2)CC1 in EBI2 antag: 5
# Entry for Cc1ccc(NC(=O)C[n+]2cc(-c3ccccc3)n3c2CCC3)cc1 in XBP1 UPR activ: 5
# Entry for O=C(Nc1ccc(OC(F)(F)F)cc1)Nc1cccnc1 in Gli-Sufu antag: -13
# Entry for O=C(NCc1cccnc1)c1ccccc1-c1nc(-c2ccccc2)no1 in 697 NFkB inh: -10
# Entry for COc1ccc(Cc2nnc(NC(=O)CS(=O)(=O)Cc3ccccc3)s2)cc1 in CCR6 antag: 13
# Entry for COc1ccc(CCNc2nc(-c3ccco3)cc(C(F)(F)F)n2)cc1OC in CXCR6 block: -1

# Results in sequence from above.
# Entries 8–18 in 697 NFkB inh, in turn: 0, -39, 6, -30, -10, 1, 5, -24, 3, 19, 11
# Entries 8–18 in Mdm2 MdmX PPI, in turn: 18, 19, -9, 8, -12, 3, 4, 3, 62*, -15, 21

# Back to the main list with the two entries that preceded the break.
no. | smiles | UPR CHOP act | Gli-Sufu antag | CCR6 antag | 697 NFkB inh | Jurkat NFkB inh | EBI2 antag | XBP1 UPR activ | CXCR6 block | Mdm2 MdmX PPI
19 | Cn1cc(C(=O)c2ccccc2C(=O)O)cc1C(=O)C(Cl)(Cl)Cl | 0.9 | -21 | 13 | 2 | 5 | -4 | 0 | -3 | 22
20 | Cc1ccc(NC(=O)C[n+]2cc(-c3ccccc3)n3c2CCC3)cc1 | -1.8 | 3 | 9 | -12 | 3 | -5 | 5 | 8 | -3
21 | O=C(Nc1ccc(F)cc1)c1cccc(N2C(=O)C3C4CCC(C4)C3C2=O)c1 (stereo unspecified) | 2.8 | 5 | 4 | -6 | 3 | -3 | -3 | -13 | 7
22 | O=C(NCc1ccc(Cl)cc1)C1CCN(S(=O)(=O)c2cccc3nonc23)CC1 | -0.9 | -1 | 11 | -34 | -8 | 34 | 3 | 6 | 30
23 | Cc1cc(C)n(CCCNCC(O)c2ccccc2)n1 (stereo unspecified) | -0.3 | 10&-2 | -3&-10 | -19 | 4 | -4&-15 | -1 | 0&-2 | 19
24 | O=c1c2ccccc2nc2n1C(CSCc1ccc(Cl)cc1)CS2 (stereo unspecified) | 1.8 | 45 | 7 | -32 | 24 | 24 | -3 | 0 | 26
25 | O=C(CN1C(=O)C2CC=CCC2C1=O)Nc1ccccc1N1CCCC1 (stereo unspecified) | -1.6 | -15 | 12 | 11 | -4 | 5 | -2 | 4 | -6
26 | COc1cccc(NC(=O)CCNC(=O)c2ccccc2Cl)c1 | 0.7 | 2 | -3 | 11 | 5 | -9 | 0 | -3 | 0
27 | COc1ccc(NC(=O)CSc2nnc(COc3ccccc3)n2Cc2ccco2)cc1OC | 0.4 | 12 | 14 | -1 | -4 | 4 | 1 | 0 | 2
28 | CC(C)=CCC/C(C)=C/CNC(=O)C[C@H]1C[C@H](C(=O)N2CCCCC2)[C@@]2(CCc3ccccc3)c3[nH]c4ccc(Cl)cc4c3CCN2C1=O | 9.8 | -2 | 8 | 16 | / | 2 | -1 | 0 | 15
29 | Cc1ccc(-c2nn(CC(=O)NCc3ccco3)c(=O)c3ccccc23)cc1 | 0.4 | 5 | 15 | 10 | 10 | 11 | 2 | 2 | 45
30 | Cc1cc(C)c2ccc(/C=N/O)nc2c1O | 1.0 | 2 | 2 | 6 | -2 | 1 | 0 | -6 | 42
31 | Cc1ccccc1OCC(O)Cn1c(Br)nc2c1c(=O)n(C)c(=O)n2C (stereo unspecified) | -0.6 | 8 | 8 | -3 | 2 | -7 | 1 | -10 | 4
32 | Cc1ccc(S(=O)(=O)N2CCOCC2)cc1C(=O)N1CCc2ccccc21 | 0.7 | -6 | 15 | 2 | -4 | 1 | -1 | 6 | 30
33 | CCN(c1ccc(NC(=O)COC(=O)c2ccc(C)c(S(=O)(=O)N3CCOCC3)c2)cc1)C(C)C | 1.1 | -4 | 0 | 27 | -8 | 6 | 0 | 4 | -1
34 | Cn1cccc1C(=O)NCC(c1ccc(F)cc1)N1CCOCC1 (stereo unspecified) | 1.1 | -26 | -4 | -1 | -13 | -8 | -1 | -4 | -15
35 | CCCc1nnc(SCC(=O)NC2CCCC2)n1CCOC | 1.4 | -22 | 8 | -15 | -5 | 7 | -2 | 10 | 1
36 | Fc1ccc(Nc2ncnc3sc4c(c23)CCC4)cc1 | 0.9 | -10 | 4 | -11 | 4 | 2 | 0 | 5 | 37
37 | Cc1ccc(C(C)NC(=O)Cc2cccs2)cc1C (stereo unspecified) | 0.3 | 2 | -2 | 7 | -1 | 5 | -2 | -2 | 6
38 | O=C(O)c1cccc(S(=O)(=O)N2CCN(C(c3ccccc3)c3ccccc3)CC2)c1 | -0.9 | -16 | 6 | 5 | -17 | -1 | -1 | 2 | -2
39 | C=CCn1c(SCC)nc(O)cc1=O | -0.3 | -3 | -2 | 13 | -4 | -9 | -2 | -5 | -11
40 | Cc1ccc(S(=O)(=O)N=S(CC2CC2(Cl)Cl)CC2CC2(Cl)Cl)cc1 (stereo unspecified) | -1.5 | 4 | -11 | 8 | -8 | 4 | -2 | -1 | -11
41 | CC1CN(/C=C/C(=O)C(F)(F)F)CC(C)O1 (stereo unspecified) | 0.6 | -5 | 8 | -3 | -2 | -5 | -3 | 1 | 18
42 | O=C(CCn1cccn1)N1CCCC(N2CCN(c3cccc(C(F)(F)F)c3)CC2)C1 (stereo unspecified) | 3.5 | 10 | 7 | -6 | 1 | -12 | -3 | 4 | -6
43 | CCOC(=O)C1=C(C)NC(=O)NC1C(C)C (stereo unspecified) | 1.8 | -9 | -6 | -4 | -6 | -6 | -1 | -5 | 3
44 | Cc1ccc(N(CC(=O)NCCSCc2ccco2)S(=O)(=O)c2ccc(F)cc2)cc1 | -0.9 | 1 | 13 | 1 | 1 | 32 | -2 | -4 | 17
45 | CCC(C)NC(=O)CSc1ccc(S(=O)(=O)N2CCN(Cc3ccccc3)CC2)cn1 (stereo unspecified) | -2.8 | 1 | 11 | 9 | 7 | 9 | -1 | 8 | 8
46 | COC(=O)c1noc(-c2ccc(C)cc2)n1 | -1.2 | 7 | -2 | 23 | -8 | -15 | 0 | -8 | 4
